# FN deposit inh – fibronectin deposition inhibition; AH1F fibroblasts, Alexa488-fibronectin deposition fluorescence, overnight; inhibition, % at 12.6 µM; 350,000 compounds, 0.086% hits;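 active = mean inhibition across replicates of 30% or more, regardless of how many single replicates reach that level; inconclusive = mean under 30% yet at least half of replicates reach 30%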;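 note: positive control wells lacked labelled fibronectin entirely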
#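 Material: AH1F fibroblasts assembling fluorescent fibronectin matrix; amount: 10000 AH1F cells/well; medium: DMEM, 2% serum; reagent: Alexa488-fibronectin, 24 nM final in well; dosing: single compound dose, delivered by pin transfer; incubation: 1 h adhesion, overnight exposure; detection: fluorescence after three HBSS washes, excitation 485 nm, emission 525 nm; measure: fibronectin deposition inhibition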
# DENV2 CPE – DENV2-induced cell death inhibition | DENV2-infected cells, cytopathic effect rescue, plate reader | CPE inhibition, % at 9.99 µM | 350,000 compounds, 1.7% hits | AID 651640; in the data active = CPE inhibition above about 20%, passing the limit was not always enough; inconclusive = no clear call, values can overlap the other calls; tested in BHK-21 cells;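 note: 0% = median of neutral control wells and 100% = median of positive control wells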
# PAX8 reporter – lowers PAX8-driven luciferase in RMG-I cells; RMG-I TPO-luciferase reporter, SteadyGlo, 24 h; inhibition, % at 12.6 µM; 360,000 compounds, 1.2% hits; AID 652154;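 active = mean replicate inhibition at least 60% with every replicate also reaching 60%; inconclusive = only one of the two criteria is met; inactive = mean below 60% and not all replicates reaching 60%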;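 note: luciferase light reporting Pax8 driven TPO promoter activity; plate controls were median of neutral control wells for no effect and mitoxantrone controls for full effect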
# GSIS activator – primary screen for activators of insulin secretion dependent on glucose, INS-1E cells, GLuc reporter luminescence. INS-1E GLuc reporter insulin secretion, 2-3 h. activation, % at 16.6 µM. 370,000 compounds, 0.61% hits. AID 743287;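 active = lowest replicate activation of at least 40%, so every replicate reaches that level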;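 note: 0% = median of neutral control wells and 100% = median of IBMX positive control wells; some compounds called inactive have numbers as strong as hits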
# F508del corr – correctors of CFTR F508del function in bronchial epithelial cells. AID 720511. CFBE cells, YFP halide quenching; stimulated with forskolin plus potentiator P3; % fluorescence drop versus neutral controls. activity (quench increase), % at 7.58 µM. 350,000 compounds, 0.36% hits;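 active = mean added fluorescence quench of at least 8% versus neutral control, with both replicates also reaching 8%; inconclusive = only one of the mean or replicate conditions met; inactive = mean below 8% and not both replicates reaching 8%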;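 note: cells transiently co-express mutant CFTR-F508del with the halide-sensitive YFP; corrector assay measuring rescue of mutant channel to the surface after 24 h compound exposure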
# EWS-Fli block – inhibitors of EWS/Fli oncoprotein transcriptional activity. AID 651661. A673 NR0B1-luciferase reporter, viability-normalised. inhibition, % at 12.6 µM. 350,000 compounds, 0.67% hits;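 active = mean inhibition of at least 50% after viability correction, with every replicate also passing that limit; inconclusive = mean reaches 50% but only one of two replicates passes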;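 note: firefly luciferase signal divided by Alamar Blue viability fluorescence both relative to DMSO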
# miR122 inh – inhibitors of miR-122 in Huh7 cells. Huh7 miR-122 Renilla luciferase sensor, 48 h; neutral wells = 0, positive control = 100. activation (reporter increase), % at 12.5 µM. 340,000 compounds, 0.3% hits. AID 602342;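 active = mean replicate activation score at least 90 and every replicate individually at or above 90; inconclusive = only one of the two criteria met; inactive = neither criterion met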;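 note: higher luciferase means less miR-122 activity so hits act as miR-122 inhibitors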
# The depositor's hits bear a star; ? = inconclusive; . = no result given; & = joins results of further samples; [ ] = dose if it differs, or a comment. This is a subset, so the mix of outcomes need not match the whole.
SMILES,FN deposit inh,DENV2 CPE,PAX8 reporter,GSIS activator,F508del corr,EWS-Fli block,miR122 inh
COc1cc2c(cc1OC)-c1c(OC)c(OC)cc3c1C(C2)N(C)CC3 (stereo unspecified),.,-2,.,-14,3.9,2,-11
Cc1ccc(C(O)(C(=O)OC(C)C)C(O)c2ccc(F)cc2)cc1 (stereo unspecified),6,-3,-16,3,-4.4,3,.
Cn1c(O)c(C=NCCOc2ccc(Cl)cc2)c(=O)n(C)c1=O,2,.,1,.,.,.,-3
CC(=O)Nc1cc(C(=O)N2CCC3(CC2)OCCO3)ccc1Sc1ccc(F)cc1,-4,-2,0,11,1.0,1,.
Cc1ccc(OCC(=O)N2CCN(Cc3ccc4c(c3)OCO4)CC2)cc1C,-10,0,12,-12,2.4,-13,-4
CCOc1cc(/C=C2\C(=O)NC(=O)N(CCc3ccc(F)cc3)C2=O)ccc1O,1,0,-4,-17,0.4,2,4
O=C(NN=Cc1ccc(N(CCCl)CCCl)cc1)c1cc(=O)[nH]c(=O)[nH]1,2,11,1,.,1.7,-26,-14
COc1ccc(OC(=O)N(C)C[C@@H]2OCc3cnnn3CCCC(=O)N([C@H](C)CO)C[C@@H]2C)cc1,-4&3,?,-15&3,-8&14,3.1&-1.8&-4.4,-12&-6&1,-2
COc1ccc(CC(=O)C2C(=O)N(C)c3ccccc32)cc1OC (stereo unspecified),8,4,-10,.,-0.1,-6,.
COC(=O)C1=COC(C)C2CN3CCc4c([nH]c5cc(OC)ccc45)C3CC12 (stereo unspecified),.,-6,.,.,-3.1,4,-2
C=CC12CN(C)C3C4COC(CC41)C1(C(=O)Nc4ccccc41)C32 (stereo unspecified),.,16,.,7,-3.4,-7,-3
COc1ccccc1CN1CCCC(C(=O)c2ccccc2OC)C1 (stereo unspecified),-2,-6,9,22,0.2,6,2
C=CCN1CC[C@@]2(C)c3cc(O)ccc3CC1[C@@H]2C,-10,4,-5,.,-3.4,-4,-4
NC(=O)Cn1cc(C(=O)c2ccccc2)c2ccccc21,-3,8,7,0,-2.8,5,.
COC(=O)[C@@H]1[C@@H](CO)[C@@H]2Cn3c(ccc(/C=C/c4ccccc4)c3=O)[C@H]1N2C(=O)C1CCC1,.,-3,.,-6,-0.5,0,-8[16.7 µM]
OC(CN1CC=C(c2ccccc2)CC1)c1ccccc1 (stereo unspecified),1,5,-9,0,2.6,-11,0
Clc1cccc(NC2=NCCS2)c1,.,0,16,0,0.5,-5,.
CNCCc1ccc(O)c(O)c1,2,-1,12,.,1.5,-10,-3
CN(C)C(=O)Oc1ccc([N+](=O)[O-])cc1,.,-2,-4,2,-0.6,8,-6
COc1ccc(CNCCc2ccc(Cl)cc2Cl)cc1,3,0,14,0,1.2,8,-6

# Another view of part of the listing above:
CN(C)C(=O)Oc1ccc([N+](=O)[O-])cc1
  FN deposit inh = .	DENV2 CPE = -2	PAX8 reporter = -4	GSIS activator = 2	F508del corr = -0.6	EWS-Fli block = 8	miR122 inh = -6
COc1ccc(CNCCc2ccc(Cl)cc2Cl)cc1
  FN deposit inh = 3	DENV2 CPE = 0	PAX8 reporter = 14	GSIS activator = 0	F508del corr = 1.2	EWS-Fli block = 8	miR122 inh = -6

# Next section
SMILES,FN deposit inh,DENV2 CPE,PAX8 reporter,GSIS activator,F508del corr,EWS-Fli block,miR122 inh
CC(N)Cc1c[nH]c2ccc(OCc3cccs3)cc12 (stereo unspecified),2,-9,-14,.,.,5,-11
COC(=O)C1=C(c2ccc(OCc3ccccc3)cc2)C[C@@H]2CC[C@H]1N2C(=O)NCc1ccc(C(C)(C)C)cc1,16,6,86*,-2,0.2,30,-16
CSc1ccc(C(=O)C2CCCN(C)C2)cc1 (stereo unspecified),.,-3,-15,.,-1.7,-6,.
COc1ccc(NC(=O)N2CCC3(CC2)OCCO3)c(OC)c1,3,-5,-2,-1,-2.7,-2,.
Cc1ccc(OCCn2cccc2/C=C2/C(=O)NC(=O)N(Cc3ccco3)C2=O)cc1,-5,0,-56,-6,-0.7,-38,.
CCN(CC)c1ccc(N=Cc2c(O)[nH]c(=O)[nH]c2=O)cc1,8,4,-14,-6,-0.4,-5,3
Cc1nc2ccccc2n1C1CCN(Cc2nnnn2CCc2ccccc2)CC1,.,.,18,11,.,.,1
COC(=O)[C@H]1[C@H](CO)[C@H]2Cn3c(ccc(C4=CCCC4)c3=O)[C@@H]1N2CC1CCCCC1,.,9,.,-12,0.6,-2,-7[16.7 µM]
CNc1cc(N2CCN(C)CC2)ccc1[N+](=O)[O-],-23,1,-8,7,0.0,-10,.
Cc1cc(C=C2C(=O)N(C)C(=S)N(C)C2=O)c(C)n1C1CCCC1,-3,.,-1,.,.,.,-4
NP(=O)(Oc1ccc(Cl)cc1)Oc1ccc(Cl)cc1,.,-2,12,-2,.,1,.
CCC1C2Cn3c(nc4ccccc43)C1N(C)O2 (stereo unspecified),12,-3,-16,16,-3.0,-3,-3
Cc1ccc(C2=NCC(=O)N(CC(=O)N3CCCCC3)c3sc(C)c(C)c32)cc1,4,.,26,.,.,.,-3
CC(C)NC(=O)Cn1cc(C(=O)c2ccccc2F)c2ccccc21,17,.,9,.,.,.,-1
Cc1ccc(OC(=O)N(C)C[C@H]2OCc3ccccc3-c3c(n(C)c4ccccc34)C(=O)N([C@H](C)CO)C[C@@H]2C)cc1,4,2,46,-24,0.3,3,.
Cc1cc(Cl)nc(N)n1,9,.,-2,8,.,.,1
O=C1NCN(c2ccccc2)C12CCN(C(c1cccc3ccccc13)c1nnnn1C1CCCCC1)CC2 (stereo unspecified),-11,12,-13,-5,-1.3,-6,2
C[C@]12CC[C@H]3[C@@H](CCC4=CC(=O)CC[C@@H]43)[C@@H]1CC[C@@H]2O,.,?,.,2,-1.5,14,-8
CC(C)NC(C)Cc1ccc(I)cc1 (stereo unspecified),5,-1,-10,9,1.5,2,-1
C#CCOc1ccc2c(c1)c(C(C)=O)c(C)n2Cc1ccccc1,-1,-1,7,-13,0.2,6,3
CC1=C(O)C(=O)C=C2C1=CC=C1C2(C)CCC2(C)C3CC(C)(C(=O)O)CCC3(C)CCC12C (stereo unspecified),.,-2,119*,.,-3.5,65*,-23
Cc1ccc(Cn2ccccc2=N)cc1,9,-7,15,0,-1.1,-8,2
O=C(O)CNC1c2ccccc2CSc2ccccc21 (stereo unspecified),-9,-2,-3,.,0.8,4,2
COc1ccc(OCC#CCN2CCNCC2)cc1,6,-3,19,9,-4.2,-20,.
O=C1CN=C(c2ccccc2)c2cc([N+](=O)[O-])ccc2N1,.,?,.,16,-1.2,6,3
NCC(CC(=O)O)C1CCCCC1 (stereo unspecified),.,-5,.,.,1.3,0,-12
COC(=O)[C@H]1[C@H](CO)[C@H]2Cn3c(cccc3=O)[C@@H]1N2C(=O)C1CCCC1,.,-5,.,9,-1.7,4,34[16.7 µM]
O=C(NCCN1CCC2(CC1)C(=O)NCN2c1cccc(F)c1)c1ccc2ccccc2c1,.,-4,12,-33,1.5,21,.
Clc1cccc(N2Cc3cc(N4CCOCC4)ccc3-n3nncc3C2)c1,8,-9,0,24,-3.8,0,0
O=C(COc1ccccc1F)N1CCN(CCN2C(=O)c3cccc4cccc(c34)C2=O)CC1,-2,2,5,0,-0.2,-8,0
COc1ccc2c(c1O)-c1cccc3c1[C@@H](C2)N(C)CC3,6,5,11,.,0.2,-2,-8
CCCCn1c(O)c(/C=N/N2CCOCC2)c(=O)[nH]c1=S,-5,1,-18,6,-0.6,-4,-2
OC1CN2CCCC(O)C2C1O (stereo unspecified),.,55*,.,.,4.3,-3,.
CCCCC/C(=N/O)c1c(C)[nH]c2ccccc12,0,?,10,-9,0.6,-31,.
NC(C(=O)O)c1cc(=O)[nH]o1 (stereo unspecified),5,2,1,6,0.5,-8,-3
CCNC(=O)N1Cc2ccccc2-n2nncc2C1,6,-5,-5,1,-2.1,-4,-1
Cn1cc(C(=O)Cc2ccccc2)c2ccccc21,-7,-4,13,16,.,-20,-4
COCCNC(=O)CN1C(=O)C(C)N=C(c2ccccc2)c2cc(Cl)ccc21 (stereo unspecified),-2,-2,11,11,0.5,5,.
O=C(Cc1ccccn1)N1CCCCN2[C@H](CO)[C@@H](c3ccc(C#Cc4ccccc4)cc3)[C@H]2C1,.,12,-15,-15,-0.8,1,-10[16.7 µM]
COC(=O)NC(=S)Nc1ccccc1NC(=S)NC(=O)OC,6,6,-25,.,1.7,-2,-7
COc1cccc(N2CCN(Cc3cccc(Cl)c3)CC2)c1,.,2,.,12,1.3,8,1
CCN(CC)c1ccc(/C=C2\C(=O)NC(=O)N(CC3CCCO3)C2=O)cc1 (stereo unspecified),-7,10,-8,0,-1.7,-4,-5
O=c1[nH]c(O)c(C=Nc2cc(F)cc(F)c2)c(=O)[nH]1,-2,?,-6,5,0.4,9,-6
CC(C)n1c(=O)c(C=Nc2cccc([N+](=O)[O-])c2)c(O)n(CCc2ccccc2)c1=O,.,3,-6,-4,4.3,9,4
COC(=O)C1=C(c2ccc(OCc3ccccc3)cc2)C[C@@H]2CC[C@H]1N2C(=O)NCc1ccc(OC)c(OC)c1,2,.,11,-12,0.5,21,.
CN1C2CCC1CC(OC(c1ccccc1)c1ccccc1N)C2 (stereo unspecified),-1,5,-11,.,4.9,-13,-1
O=C(O)C[C@@H]1CC[C@H]2NC[C@H](O)COC[C@@H]2O1,4,?,-12,15,-2.4,1,-1[16.7 µM]
C[C@]12CCC3C(CC[C@H]4C[C@@H](O)CC[C@]34C)C1C[C@@H](N)[C@@H]2O (stereo partly specified),-10,1,6,.,3.6,5,-10
COC[C@H]1OC(=O)c2coc3c2[C@@]1(C)C1=C(C3=O)[C@@H]2CCC(=O)[C@@]2(C)C[C@H]1OC(C)=O,-4,13,3,.,5.3,7,7
Cc1ccc(C2CN(C)CC2C(=O)c2ccc(F)cc2)cc1 (stereo unspecified),-2,-3,2,-2,-1.4,2,-2
O=C(O)C1C2c3ccccc3C(O)C1(C(=O)O)c1ccccc12 (stereo unspecified),3,-12,1,23,1.8,-6,-2
C/C=C/c1ccc(C2[C@@H]3CN(Cc4nccs4)C[C@H]2N3)cc1 (stereo partly specified),-7&0,4&-9,-9&-14,10&10,1.9&-2.3,5&2,.
Nc1ccccc1C(=O)OCc1ccc([N+](=O)[O-])cc1,13,-6,-16,13,1.1,-71,-13
O=C1NC(=S)N(c2ccccc2)C(=O)/C1=C/c1ccco1,-3,3,4,4,1.2,1,0
COC(=O)C1=C(c2ccc(F)cc2OCc2ccccc2)C[C@@H]2CC[C@H]1N2C(=O)NCCNC(C)=O,16,-7,9,-1,-1.1,-4,-5
Nc1ccc([As](=O)(O)O)cc1,2,10,0,11,3.5,-9,-4
Cc1cccc(CN2CCCC(C(=O)c3ccc(C(F)(F)F)cc3)C2)n1 (stereo unspecified),-4,0,10,5,0.7,-1,.
Cc1c(C)c2cc(Cl)c(OCC(=O)N3C[C@H]4C[C@@H](C3)c3cccc(=O)n3C4)cc2oc1=O,.,-9,.,2,-2.3,-11,0
Cc1ccccc1-n1c(C)nc2ccsc2c1=O,-3,-4,5,-4,-1.9,18,3
CCOC(=O)c1[nH]ncc1CN1CCCC(C(=O)c2cccc(Cl)c2)C1 (stereo unspecified),-12,14,-3,10,0.6,2,11
CSCCC(c1nnnn1-c1ccc2c(c1)OCCO2)N1CCC2(CC1)C(=O)NCN2c1ccccc1 (stereo unspecified),-4,0,8,-5,-1.7,7,9
COc1ccc(C(c2nnnn2C(C)(C)C)N2CCC3(CC2)C(=O)NCN3c2ccccc2)cc1 (stereo unspecified),-3,2,-3,-29,2.5,-6,3
